BRCA1 expr up = increases BRCA1 expression. MCF7-BRCA1-FFLuc reporter, luminescence, 48 h; response scale: scaled: vehicle 0%, 10 µM genistein 100%. Potency, µM (doses to about 46.1 µM), for inactives: at the highest dose activation, actives largely listed as activators. hit rate 1.1% among 380,000; also: nearly all actives have a fitted effect of over 80% in size; some results filed as inactive show a strong effect at the top dose
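Reporter cells (MCF7, BRCA1 promoter-firefly luciferase) received library compounds across a concentration series for 48 h. End-point luminescence was measured and concentration-effect curves derived after normalization.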
FLuc counter = inhibits or activates purified firefly luciferase, miR-21 counter-screen. P08659. purified FLuc, Km substrates, luminescence inhibition. Potency, µM (doses to about 57.5 µM), for the others: top-dose activity change, negative = inhibition, hits mostly inhibitors. hit rate 6.9% among 360,000;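 also: plate controls were vehicle for no effect and reference inhibitor for full effect; nearly all actives have a fitted effect of over 55% in size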
Target sequence (P08659 whole entry, looked up): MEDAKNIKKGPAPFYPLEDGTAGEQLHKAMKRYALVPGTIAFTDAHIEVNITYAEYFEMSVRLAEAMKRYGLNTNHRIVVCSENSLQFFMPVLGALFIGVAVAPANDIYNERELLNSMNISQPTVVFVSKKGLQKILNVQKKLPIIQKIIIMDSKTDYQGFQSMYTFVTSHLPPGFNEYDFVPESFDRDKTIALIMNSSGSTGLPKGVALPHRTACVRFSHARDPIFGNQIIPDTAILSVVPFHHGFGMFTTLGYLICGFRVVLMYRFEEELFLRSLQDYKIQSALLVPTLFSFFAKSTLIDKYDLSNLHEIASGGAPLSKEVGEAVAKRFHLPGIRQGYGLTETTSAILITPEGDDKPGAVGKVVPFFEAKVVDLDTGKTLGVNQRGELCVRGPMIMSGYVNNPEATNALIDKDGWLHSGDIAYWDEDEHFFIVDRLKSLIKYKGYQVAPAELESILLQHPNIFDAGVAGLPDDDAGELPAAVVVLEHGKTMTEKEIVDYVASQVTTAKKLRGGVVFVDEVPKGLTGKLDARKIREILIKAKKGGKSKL
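Biochemical qHTS of compounds, final roughly 60 µM downward over six points, against 10 nM purified firefly luciferase using Km concentrations of substrates (10 uM D-luciferin, 10 uM ATP) in Tris acetate pH 7.5 buffer; luminescence output.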
* marks the source's active call; other numbers are inactive results; ? = inconclusive. Calls follow the shape of the dose curve; as a rule, active = well fitted curve in the direction sought with a large enough effect; inconclusive = small, poorly fitted or top-dose-only effect, or another doubt; inactive = no such curve, though single readings can be large; an effect the other way counts as inactive or inconclusive. Potency is read from the fitted curve at half-maximal effect. Not all compounds are listed; the hit share may differ from the screen's.

Molecule | BRCA1 expr up | FLuc counter
Cc1ccccc1NC(=O)CCNC(=O)Cn1ccc2ccccc2c1=O | 1.8% | 0.2%
COc1ccc(-n2c(=O)c3ccc(C(=O)NCc4ccc(C)cc4)cc3n(Cc3cccc(Cl)c3)c2=O)cc1 | -3.3% | -0.8%
COc1ccc(NC(=O)Cn2cnc3ccc(S(=O)(=O)N4CCC(C)CC4)cc3c2=O)cc1OC | -16.2% | 2.4%
CCOC(=O)c1sc(NC(=O)C(C)Sc2nc(-c3ccccc3)cc(C(F)(F)F)n2)c(C(=O)OC)c1C (stereo unspecified) | 2.6% | 0.7%
CCOC(=O)c1c(C)[nH]c(C)c1S(=O)(=O)N(C)CC(=O)Nc1cccc(Cl)c1C | 0.0% | 2.4%
Cc1ccc(C)c(CN2C(=O)c3ccccc3S(=O)c3ccc(C(=O)N4CCN(c5ccccc5F)CC4)cc32)c1 (stereo unspecified) | 11.5% | -2.0%
Cc1sc2ncn(CC(=O)Nc3cccc(C(F)(F)F)c3)c(=O)c2c1S(=O)(=O)N1CCN(C)CC1 | 0.0% | -0.3%
Cc1cc(C)cc(NC(=O)CCS(=O)(=O)c2cccc3nsnc23)c1 | 6.5% | -1.2%
CCc1ccccc1NC(=O)Cn1c(=O)n(Cc2ccco2)c(=O)c2ccccc21 | 11.4% | -4.4%
CCOC(=O)Cc1c(C(=O)OCC)nnc2c(-c3ccccc3)c(C)nn12 | -3.1% | -18.4%
CCCCN(CC)C(=O)CCNS(=O)(=O)c1ccc2c(c1)c(=O)n(C)c(=O)n2C | 5.6% | -0.4%
Cc1csc2nc(COc3ccccc3NC(=O)c3ccco3)cc(=O)n12 | 0.0% | 2.2%
COc1ccc(-c2cn(-c3ccc(C)cc3)c(S(=O)(=O)CC(=O)Nc3ccc(F)cc3)n2)cc1 | 40.7% | ?
COc1cccc(Cc2nc3ccccc3nc2SCC(=O)NCCc2ccccc2)c1 | -38.3% | -16.6%
COc1cccc(NC(=O)c2c(N3CCCC3=O)c3cc(C)ccc3n2C)c1 | -34.1% | -0.4%
COc1ccccc1-c1ccnc2c(-c3ccc(Br)cc3)c(C)nn12 | 1.4% | -2.8%
COc1ccc(S(=O)(=O)N(CC(=O)Nc2cccc(C(F)(F)F)c2)c2ccc(C)cc2)cc1 | -60.2% | -0.9%
COc1ccc(-c2cc3nc(C)c(CCC(=O)NC4CCCCC4)c(C)n3n2)c(OC)c1 | 10.5% | -19.7%
O=C(CN1C(=O)CC(c2ccco2)Sc2ccccc21)Nc1ccc(Br)cc1 (stereo unspecified) | -6.3% | -9.3%
CCOc1cc(CNc2ccc(C(=O)O)cc2)ccc1OCc1ccccc1 | -18.4% | ?
CCc1ccc2ncc(C(=O)c3ccc(C)c(C)c3)c(N3CCC(C(N)=O)CC3)c2c1 | -33.2% | -3.0%
Cc1cccc(CNC(=O)Cc2ccc(NC(=O)N3CCCCc4ccccc43)cc2)c1 | 0.0% | ?
Cc1nc2cc(-c3ccccc3)nn2c(C)c1CCC(=O)NCCc1ccccc1 | -21.9% | ?
Cn1nnnc1SCCNCc1ccccc1OCc1ccccc1F | -9.3% | -5.4%
Cc1ccc(CNC(=O)C2CCC(CNS(=O)(=O)c3ccc4c(c3)CCCC(=O)N4)CC2)cc1 (stereo unspecified) | -5.7% | 1.7%

Next part
Molecule | BRCA1 expr up | FLuc counter
COC(=O)c1cc(NC(=O)CN(c2ccccc2)S(=O)(=O)N(C)C)ccc1Cl | -13.8% | 0.9%
COc1ccc(CNC(=O)c2cc3sccc3n2Cc2ccc(C)cc2)cc1 | 53.6% | -12.0%
CC(=O)c1c(C)oc2ccc(N(C(=O)c3ccncc3)S(=O)(=O)c3ccc(C)cc3C)cc12 | 12.4% | 6.2%
COC(=O)C1=C(C)NC(=O)NC1c1cn(-c2ccccc2)nc1-c1ccc(OC)c(Br)c1 (stereo unspecified) | -25.1% | -10.0%
CCn1cc(C(=O)N2CCN(c3cccc(Cl)c3)CC2)c(=O)c2cc(S(=O)(=O)N3CCOCC3)ccc21 | 2.3% | -8.9%
Cc1cccc(NC(=O)C2CCCN(S(=O)(=O)c3ccc4c(c3)CCCC(=O)N4)C2)c1 (stereo unspecified) | -0.5% | 7.2%
Cc1[nH]c(=O)[nH]c(=O)c1S(=O)(=O)Nc1cccc(Cl)c1C | 3.0% | -16.4%
Cc1ccc(CNC(=O)C2CCN(c3nc4ccccc4n(C)c3=O)CC2)cc1 | 4.8% | 0.6%
COC(=O)c1ccc2nc(C)cc(Nc3cccc(Cl)c3C)c2c1 | -28.1% | -8.0%
COc1cc(CN(C(=O)COc2ccccc2)c2ccccn2)cc(OC)c1OC | 0.0% | -10.1%
CCCCCn1c(=O)[nH]c2cc(C(=O)Nc3ccc(F)c(F)c3)ccc2c1=O | 2.6% | -0.7%
O=C(CNC(=O)c1ccc(Cl)cc1)OCc1cc(=O)n2nc(C3CC3)sc2n1 | 11.9% | -1.1%
COc1ccccc1NC(=O)c1cc2c(-c3ccccc3)nn(-c3ccccc3)c2s1 | 14.6% | 3.9%
Cc1nc2cc(-c3cccc(F)c3)nn2c(C)c1CCC(=O)NC(C)c1ccccc1 (stereo unspecified) | -34.2% | -6.9%
Cc1nc(SCc2ccc(Cl)cc2)c(C#N)c(C)c1Cl | 1.4% | -9.9%
COc1ccc(N2CC(NC(=O)c3cccs3)CC2=O)cc1OC (stereo unspecified) | -3.1% | 1.0%
CCc1ccc(NC(=O)c2cnn(-c3c(C)cccc3C)c2C2CCNCC2)cc1 | 145.2% | -1.1%
CCc1ccccc1NC(=O)CN1C(=O)COc2ccc(S(=O)(=O)Nc3ccccc3)cc21 | -11.1% | -11.6%
CCOc1ccc(NC(=O)C2CC(=O)NC(=Nc3ccc(Cl)c(Cl)c3)S2)cc1 (stereo unspecified) | 0.0% | -6.9%
CC(C)c1ccc(NC(=O)C2CCCN(S(=O)(=O)c3cccc4nsnc34)C2)cc1 (stereo unspecified) | 6.6% | -1.7%
CC1CCc2c(sc3nc(-c4cc5ccccc5oc4=O)nc(Cl)c23)C1 (stereo unspecified) | 42.3% | 2.39µM*
COc1ccccc1CNC(=O)CCCn1c(=O)c2ccccc2n(Cc2ccc(C)cc2)c1=O | 3.5% | -3.4%
COc1ccccc1Nc1cc(C(=O)NC2CCC(C)CC2)c2ccccc2n1 (stereo unspecified) | -5.7% | 0.5%
Cc1c(Cl)ccc2sc(N3CCN(C(=O)C(C)C)CC3)nc12 | 2.3% | -0.4%
CCC1CCCCN1C(=O)CSc1nc2c([nH]c3ccccc32)c(=O)n1-c1cccc(OC)c1 (stereo unspecified) | -66.8% | -0.8%

(next part)
Molecule | BRCA1 expr up | FLuc counter
CC(C)Cn1cc(NC(=O)NCc2ccccc2)c2ccccc2c1=O | 1.2% | -7.9%
Cc1c(Cl)cccc1NC(=O)N1CCN(Cc2cc(=O)n3nc(-c4ccccc4F)sc3n2)CC1 | 0.8% | -0.1%
CCOC(=O)C1CCN(Cc2cn3c(-c4ccc(OC)cc4)nnc3s2)CC1 | 2.1% | 1.3%
COc1ccc(CCNC(=O)CCn2c(=O)c3ccccc3n(Cc3ccccc3)c2=O)cc1OC | -1.6% | 0.6%
Cc1ccc2c(c1)-c1c(cnn1CC(=O)N1CCN(c3cc(C)ccc3C)CC1)CO2 | 0.0% | -1.4%
CCOC(=O)c1cc(-c2ccc(C)cc2)n(CC(=O)NC2CCCCCC2)c1C | -0.6% | 2.3%
Cc1ccc(N2C(=O)CSC23C(=O)N(CC(=O)NCCc2ccccc2)c2ccccc23)cc1C (stereo unspecified) | -44.0% | -8.0%
CCn1cc(/C=C(\NC(=O)c2ccccc2Cl)C(=O)NCCCn2ccnc2)c2ccccc21 | 2.2% | -10.4%
Cc1nc2c(c(C)c1CCC(=O)Nc1ccc(F)cc1)c(=O)n(C)c(=O)n2C | 3.9% | 0.1%
Cc1ccc(CN(C(=O)COc2ccc(Cl)cc2)c2ccccn2)o1 | 14.1% | -16.7%
CCc1ccc(NC(=O)Cn2c(=O)n(CCC(=O)NCCc3ccc(Cl)cc3)c(=O)c3ccccc32)cc1 | 19.6% | -0.7%
Cc1ccc(CNC(=O)CCc2c(C)nc3c(-c4ccc(F)cc4)c(C)nn3c2C)cc1 | 16.3% | 3.2%
CCc1ccccc1NC(=O)CSc1nccn1C | 18.0% | -4.9%
CCn1c(=O)c2sccc2n2c(CCC(=O)N3CCN(c4ccccc4OC)CC3)nnc12 | 12.1% | -4.4%
COc1ccc(-c2nc3ccccc3o2)cc1NC(=O)Cc1ccc(Cl)cc1 | 4.4% | -16.5%
CCCCSc1nc(-c2ccc(OC)cc2)ccc1C#N | 0.0% | -7.6%
COc1ccc(S(=O)(=O)N(CC(=O)Nc2ccc(OC)cc2OC)c2ccc(Cl)cc2)cc1 | -35.9% | 3.4%
Cc1cc(NC(=O)Cc2ccccc2)cc(-c2nc3ccccc3o2)c1O | 0.0% | -2.5%
Cc1c(Cl)cccc1NC(=O)CC(c1cccs1)N1Cc2ccccc2C1=O (stereo unspecified) | 0.0% | -13.3%
CSc1cccc(NC(=O)N2CCN(c3cc(-c4noc(C)n4)ccc3C)CC2)c1 | -14.0% | -4.8%
COc1ccc2cc(-c3nnc(Nc4ccccc4)s3)c(=O)oc2c1 | 7.0% | 2.3%
CCCC(=O)OCc1cnc(C)c2oc(=O)c(C(=O)Nc3cccc(C(F)(F)F)c3)cc12 | 35.0% | -5.8%
CCNC(=O)CC1C(=O)N(c2ccc(C)cc2)C(=O)N1Cc1ccc(C)cc1 (stereo unspecified) | 9.8% | -2.0%
CCOc1ccccc1NC(=O)CSc1ncc(S(=O)(=O)c2ccc(C)c(C)c2)c(N)n1 | -28.4% | 2.3%
CCOC(=O)c1sc2ncn(CC(=O)Nc3ccc(F)cc3F)c(=O)c2c1C | 22.1% | -3.3%

(more compounds)
Molecule | BRCA1 expr up | FLuc counter
CC1CCN(c2oc(/C=C/c3ccc(F)cc3)nc2C#N)CC1 | 35.4% | -10.3%
COC(=O)c1sccc1S(=O)(=O)N(CC(=O)Nc1ccccc1)c1ccccc1 | -3.4% | -2.2%
CCCCc1ccc(-n2nc3cc(Cl)c(NC(=O)c4ccc(OC)cc4)cc3n2)cc1 | 38.9% | -2.5%
Cc1ccc(OCC(=O)Nc2cc(-c3cccc(C)c3)nn2-c2ccccc2)cc1 | -0.1% | -0.5%
CCOCCCNC(=O)N1CCN(S(=O)(=O)c2ccc3c(ccn3C)c2)CC1 | 12.9% | 0.9%
COC(=O)c1c(N)n(-c2cc(Cl)cc(Cl)c2)c2nc3ccccc3nc12 | 5.3% | -7.4%
COc1cccc(-n2c(=O)c3sc4ccccc4c3n(CC(=O)Nc3ccccc3OC)c2=O)c1 | -7.0% | -2.2%
Cc1ccc(Nc2ncnc3sc4c(c23)CCC(C)C4)cc1C (stereo unspecified) | 5.7% | ?
Cc1ccccc1NC(=O)Cn1c(=O)n(CCc2ccccc2)c(=O)c2ccccc21 | -32.7% | 4.4%
COc1ccc(-c2noc(CSc3nnc(C)n3-c3cccc(C)c3)n2)cc1 | -14.4% | 4.1%
COc1ccc2cc(CNc3ccc(C)cc3)c(=O)n(CC(=O)Nc3ccc(C)cc3Cl)c2c1 | 9.1% | 0.4%
CCCCCn1c(=O)[nH]c2cc(C(=O)NCc3ccccc3)ccc2c1=O | 0.0% | -0.2%
Cc1c(Cl)cccc1NC(=O)CN1C(=O)COc2ccc(S(=O)(=O)Nc3ccccc3)cc21 | -39.3% | -2.7%
CCCCc1nn2c(=O)cc(COC(=O)C(C)Oc3ccccc3)nc2s1 (stereo unspecified) | 7.6% | -0.6%
CCc1ccc(C(=O)Nc2cccc(-c3nc4cc(C(C)C)ccc4o3)c2)cc1 | 9.6% | 2.69µM*
Cc1cc(C)c(NC(=O)CCc2c(C)nc3c(c(C)nn3C(C)(C)C)c2C)c(C)c1 | 0.4% | 2.9%
CCCn1ccc2c(OCC(=O)Nc3ccccc3C(=O)OCC)cccc2c1=O | 13.9% | -1.3%
COc1ccc(CCN2C(=O)N(c3ccc(C)cc3)C(=O)C2CC(=O)Nc2ccc(F)cc2)cc1 (stereo unspecified) | -7.9% | -11.2%
COc1ccc(CCNC(=O)CCCCn2c(=O)c3ccccc3n(Cc3cccc(C)c3)c2=O)cc1OC | -1.3% | -3.6%
COC(=O)C1=C(CS(=O)(=O)c2ccc(C)cc2C)NC(=O)NC1c1ccc(C)cc1 (stereo unspecified) | -43.9% | 2.1%
CCOC(=O)c1noc2ncn(CC(=O)Nc3ccc(F)cc3Cl)c(=O)c12 | 0.0% | -0.8%
COc1ccc(-n2nc(C(=O)Nc3cccc(C)n3)c3c4ccccc4n(C)c3c2=O)cc1Cl | 12.6% | 2.4%
CCN(CC)S(=O)(=O)c1ccc2c(c1)nc(CN(C)C(=O)Nc1cccc(Cl)c1)n2C | -14.2% | -0.2%
CCN(CC)CCCNC(=O)c1c(C)oc2ncn(CC(C)C)c(=O)c12 | 0.0% | -5.5%

Compounds above containing bromine (three):
Molecule | BRCA1 expr up | FLuc counter
COc1ccccc1-c1ccnc2c(-c3ccc(Br)cc3)c(C)nn12 | 1.4% | -2.8%
O=C(CN1C(=O)CC(c2ccco2)Sc2ccccc21)Nc1ccc(Br)cc1 (stereo unspecified) | -6.3% | -9.3%
COC(=O)C1=C(C)NC(=O)NC1c1cn(-c2ccccc2)nc1-c1ccc(OC)c(Br)c1 (stereo unspecified) | -25.1% | -10.0%

Compound activity (PubChem)
